Source: PubChem BioAssay (The Scripps Research Institute Molecular Screening Center)
CHO-K1 Ca antag – M1 antagonist counterscreen hit in parental CHO-K1 cells | ATP-induced calcium, Fluo-8 fluorescence | inhibition, % at 3 µM | 360,000 compounds, 0.6% hits | AID 602250;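 active = inhibition above a per-plate cutoff, the plate's mean sample inhibition plus 3 SD, cut at about 24% in these data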;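 also: 0% = DMSO plus EC80 ATP and 100% = DMSO alone without ATP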
GPR7 antagonist – antagonists of human GPR7 (neuropeptides B/W receptor 1); AID 1861; inhibition, % at 4.4 µM; GPR7-expressing cells, fluorescence antagonist assay; 290,000 compounds, 1.1% hits; in the data active = inhibition above about 16%, passing the limit was not always enough;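 also: cells stimulated with the agonist NPW; 0% = agonist with vehicle and 100% = vehicle without agonist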
OXTR potentiate – potentiates the human oxytocin receptor response; P30559; CHO-OTR cells, Fluo-8 calcium fluorescence, potentiator mode; 0% = oxytocin EC15, 100% = EC100; activation, % at 3 µM; 320,000 compounds, 0.061% hits; AID 2445;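 active = activation above that plate's cutoff, the mean activation of tested compounds plus 3 SD, cut at about 6.6% in these data, passing the limit was not always enough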;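 also: 100% uses oxytocin at 75 nM as the full agonist control; some results filed as inactive read as strong as hits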
Target sequence (P30559 whole entry, looked up): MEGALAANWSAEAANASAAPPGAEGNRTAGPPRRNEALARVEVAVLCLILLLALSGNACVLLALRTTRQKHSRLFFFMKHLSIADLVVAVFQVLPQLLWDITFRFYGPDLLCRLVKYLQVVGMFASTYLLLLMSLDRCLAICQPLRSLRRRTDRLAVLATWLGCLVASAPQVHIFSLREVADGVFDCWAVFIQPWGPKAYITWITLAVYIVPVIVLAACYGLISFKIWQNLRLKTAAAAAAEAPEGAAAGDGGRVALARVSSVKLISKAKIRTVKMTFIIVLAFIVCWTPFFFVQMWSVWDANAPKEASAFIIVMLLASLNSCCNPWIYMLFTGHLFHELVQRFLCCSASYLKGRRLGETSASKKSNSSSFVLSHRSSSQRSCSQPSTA
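test system = CHO-OTR cells, human receptor | compound = single-point 3.0 µM | schedule = 6 min compound pre-incubation at room temperature, 100 s kinetic read | signal = Fluo-8 no-wash calcium dye fluorescence, excitation 470-495 nm, emission 515-575 nm | repeats = single well per compound, singlicate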
CHO parental Ca – signal in parental CHO cells, OX1R antagonist counter-screen; 330,000 compounds, 0.63% hits; parental CHO-K1, ATP-induced calcium, Fluo-8 fluorescence; AID 463079; inhibition, % at 5.6 µM;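 active = inhibition above that plate's mean sample inhibition plus 3 SD, cut at about 26% in these data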;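 also: 0% = ATP-challenged DMSO wells and 100% = DMSO wells without ATP; some compounds past the cut are filed as inactive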
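material = parental CHO cells | also added = ATP as calcium-mobilizing challenge | dosing = single point at 5.6 µM | detection = intracellular calcium via Fluo-8 no-wash fluorescent dye | read-out = % inhibition | benchmarks = low control ATP plus DMSO, high control DMSO only | repeats = one well per compound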
CHO-K1 Ca ag – M1 agonist counterscreen hit in parental CHO-K1 cells; Fluo-8 calcium fluorescence; scaled to maximal ATP response, vehicle zero; activation, % at 3 µM; 360,000 compounds, 0.48% hits; AID 602248; in the data active = activation above about 15%;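 also: untransfected CHO-K1 host cells lacking M1 receptor as counterscreen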
OXTR ag – agonists of human oxytocin receptor; activation, % at 3 µM; AID 2435; 320,000 compounds, 0.32% hits; P30559; CHO-OTR cells, Fluo-8 calcium fluorescence; normalized: DMSO 0%, oxytocin 100%;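 active = activation above the mean of all tested compounds plus 3 SD, cutoff set per screening run, cut at about 20% in these data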;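 also: peak over basal fluorescence ratio from a 100 s FLIPR kinetic read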
TAAR1 antag – antagonists of human TAAR1 | Q96RJ0 | CHO RD-HGA16 TAAR1, Fluo-8 calcium fluorescence, antagonist | inhibition, % at 3 µM | 360,000 compounds, 1.5% hits | AID 624466;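 active = inhibition above a per-plate cutoff, the mean inhibition of test compounds on that plate plus 3 SD, cut at about 49% in these data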;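 also: 0% = DMSO plus EC80 beta-PEA response and 100% = DMSO alone without agonist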
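System: RD-HGA16 CHO cells with stable hTAAR1 and Gα16 | Probe or stimulus: EC80 β-phenethylamine stimulus | Dosing: 3 µM, single point | Times: Dye loading 75 min at 37 °C, then 30 min room temperature | Measured by: Fluo-8 calcium-sensitive fluorescence | Read-out basis: % inhibition of agonist calcium response | Replicates: n of 1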
CHO-K1 Ca PAM – nonselective activator or artifact in parental CHO-K1 calcium assay. ATP EC20, Fluo-8 calcium fluorescence; 0% at ATP EC20, 100% at ATP max. activation, % at 3 µM. 360,000 compounds, 0.02% hits. AID 602247;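 active = activation above the run cutoff, the mean activation of all test compounds plus 3 SD, cut at about 40% in these data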;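 also: peak over basal fluorescence ratio in a 140 s read after ATP addition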
V1R ag counter – V1a receptor agonism, counter-screen for OXTR agonists | CHO-V1R cells, Fluo-8 calcium fluorescence, agonist mode; 0% DMSO, 100% 3 nM vasopressin | activation, % at 3 µM | 320,000 compounds, 0.25% hits | AID 2797;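 active = activation above the mean activation of all tested compounds plus 3 SD, per screening run, cut at about 20% in these data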;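 also: signal is peak over basal fluorescence ratio across a 100 second FLIPR read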
Target sequence (P37288 whole entry, looked up): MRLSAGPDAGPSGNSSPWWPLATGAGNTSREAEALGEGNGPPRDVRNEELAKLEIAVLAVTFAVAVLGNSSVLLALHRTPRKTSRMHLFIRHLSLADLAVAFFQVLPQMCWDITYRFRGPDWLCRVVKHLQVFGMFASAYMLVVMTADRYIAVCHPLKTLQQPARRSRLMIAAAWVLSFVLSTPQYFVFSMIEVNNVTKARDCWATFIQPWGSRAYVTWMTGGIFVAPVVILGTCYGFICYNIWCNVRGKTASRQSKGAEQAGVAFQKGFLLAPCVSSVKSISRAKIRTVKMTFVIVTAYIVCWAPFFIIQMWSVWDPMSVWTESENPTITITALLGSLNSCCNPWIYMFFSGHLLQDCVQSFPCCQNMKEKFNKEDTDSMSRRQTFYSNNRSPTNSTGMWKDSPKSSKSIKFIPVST
An asterisk follows results filed as active; nt = no result given.

SMILES	CHO-K1 Ca antag	GPR7 antagonist	OXTR potentiate	CHO parental Ca	CHO-K1 Ca ag	OXTR ag	TAAR1 antag	CHO-K1 Ca PAM	V1R ag counter
O=C(NCc1cccnc1)C1CCN(S(=O)(=O)N2CCC3(CC2)OCCO3)CC1	-13	-7	3	-6	1.3	0.9	-3	2	0.9
Cn1ccc2c(N3CCOCC3)cc3c(c21)C1CCC3O1 (stereo not drawn)	7	nt	nt	nt	0.8	nt	-22	12	nt
CCC/C(O)=C1\C(=O)CC(c2ccccc2)CC1=NC(C)C(=O)O (stereo not drawn)	0	-11	-7	-2	0.0	-0.4	-18	8	-0.4
O=C(OCc1cncs1)c1ccccc1Cl	-16	-9	-3	4	1.1	-0.3	-12	18	0.6
COc1ccc(N=C2SC(CC(=O)Nc3ccc(OC)cc3OC)C(=O)N2C)cc1 (stereo not drawn)	0	-6	-18	-18	0.5	-1.4	-3	-3	0.0
CCn1nc(CC(=O)Nc2nnc(CC(=O)N3CCCC3)s2)c2ccccc2c1=O	-7	-6	-6	1	0.2	-0.3	-10	-1	1.4
CC1(C(=O)Nc2ccccc2F)CCN1C(=O)Cc1ccc(-c2ccccc2)cc1 (stereo not drawn)	7	nt	nt	nt	3.4	nt	-13	0	nt
COCCNC(=O)C1(C)CCCN(C(=O)c2cc(OC)c(OC)c(OC)c2)C1 (stereo not drawn)	-7	nt	nt	nt	0.0	nt	1	16	nt
COc1cccc(NC(=O)COc2cc(O)c3c(c2)OC(C)(C)CC3=O)c1	3	-4	-8	-6	9.4	5.4	60*	6	3.8
O=C(CCNC(=O)N1CCn2c1nc1ccccc12)NCc1ccccc1	-9	-2	4	-26	-0.1	-1.5	-31	-4	-0.3
CC(C)NC(=O)N1CC(c2ccccc2)C(c2ccc(Cl)cc2)=N1 (stereo not drawn)	-3	-18	-9	-26	-0.3	-1.3	-15	-5	0.8
O=C(Nc1cc(Cl)ccc1Oc1ccccc1)c1cnccn1	-9	-7	-3	-10	0.3	-0.8	-22	10	0.6
C(=N\c1nc2ccccc2n1CCN1CCCCC1)/c1ccc2c(c1)OCO2	0	-2	-3	-14	0.0	1.5	-3	-6	1.7
Cn1c(SCC(=O)c2ccc(O)c(O)c2)nnc1-c1cccs1	-8	0	-2	-3	0.0	0.4	-21	4	0.6
CCS(=O)(=O)N1CCC(C(=O)NCCc2ccc(OC)c(OC)c2)CC1	-10	5	0	-10	0.0	0.7	-5	-4	0.3
CCCCOc1ccc(Cc2c(O)nc(SC)[nH]c2=O)cc1	4	-5	-1	-4	1.0	-0.3	-5	30	0.8
c1ccc2c(c1)oc1c(N3CCOCC3)ncnc12	-19	-8	-12	-3	4.8	3.4	0	19	11
COc1ccc(-c2nc(CC(=O)O)cs2)cc1	-2	-3	1	-11	0.5	0.2	-11	18	0.5
O=C(/C=C/c1ccc(Cl)c([N+](=O)[O-])c1)Nc1cccnc1	-3	9	-8	-17	2.7	0.6	13	10	3.0
CCOC(=O)C1=C(C)NC(=O)NC1c1ccc(OC(=O)c2ccco2)c(OC)c1 (stereo not drawn)	-12	-5	-2	-16	0.2	-0.7	3	5	-0.2
CCOc1ccc(NC(=O)C2CCCN(c3c(CC)c(C)nc4ncnn34)C2)cc1 (stereo not drawn)	-17	9	-4	-35	-1.4	-2.4	-16	10	-0.8
Cc1ccc(NC(=O)c2c([N+](=O)[O-])c(C(C)(C)C)nn2C)c(C)c1	-3	-12	-7	-19	0.7	-1.7	3	3	2.6
CC(=O)NS(=O)(=O)c1ccc(NC(=O)CCC(=O)Oc2ccc(C)cc2)cc1	-14	8	-4	-8	0.6	0.6	-4	11	0.4
CN(C)CCCn1cnc2c(c1=N)C(c1ccccc1)c1ccc3ccccc3c1O2 (stereo not drawn)	-4	25	-12	-27	0.7	5.4	-8	-2	3.3
O/N=C\c1cnc(N2CCN(c3ccccc3)CC2)s1	-5	-6	-4	-6	3.3	-0.4	-8	2	1.8
COC(=O)c1cccc(C(=O)N2CCCC(C(=O)c3cc(F)ccc3F)C2)c1 (stereo not drawn)	-4	-5	-5	28	2.3	0.7	-21	13	-0.8
Cc1c(C(=O)NCc2ccc3c(c2)OCO3)oc2ccc(S(=O)(=O)N3CCCCC3)cc12	6	-2	-5	-4	7.5	4.0	29	-1	4.2
Cc1ccnc(NC(=O)c2ccc(S(=O)(=O)N3CCC(C)CC3)cc2)c1	3	nt	-6	-24	-0.6	-2.2	-18	-10	-1.2
CCCN(C(=O)CSCc1c(C)noc1C)c1c(N)n(Cc2ccccc2)c(=O)[nH]c1=O	18	nt	0	-16	-0.2	-0.8	-14	-3	-0.3
C1=CC2CC1CC2CN1CCN(c2ccccc2)CC1 (stereo not drawn)	-15	-6	-4	-19	0.2	-1.1	nt	24	-0.9
Cc1cc(C(=O)CSc2nncn2C)c(C)n1-c1ccccc1	19	7	-8	-6	0.2	0.2	-15	-10	1.0
O=S(=O)(NCc1ccccc1)c1ccc(Cl)cc1	-9	11	-14	5	0.5	-1.8	-6	21	-1.4
Fc1ccc(Oc2ccc3nnc(C(F)(F)F)n3n2)cc1	-8	-2	6	-4	1.0	0.1	-10	30	0.6
COCCn1c(SCC(=O)c2ccc(Cl)cc2)nnc1C(C)C	-21	-4	-6	-15	0.4	-0.2	7	19	1.2
CC(C)Oc1ccc(N2CC(C(=O)NC3=NCCS3)CC2=O)cc1 (stereo not drawn)	-3	17	-15	0	0.9	-0.9	19	20	-0.2
Cc1ccc(S(=O)(=O)N(CC(=O)N/N=C/c2cccc(Cl)c2)c2cccc3cccnc23)cc1	24*	0	-12	-14	0.2	0.0	14	-10	-1.2
CCOc1ccc(C(=O)NCC(=O)N2CCC(C)CC2)cc1OCC	-8	2	-15	-23	0.4	-1.0	-31	13	-1.1
Cc1ccccc1Cn1ccc(NC(=O)c2nn3cccnc3c2Cl)n1	11	-5	-5	-3	1.2	0.0	-9	16	1.4
O=C(Nc1ccc2c(c1)OCO2)c1c(F)c(F)c(F)c(F)c1F	-21	-3	-6	-9	2.8	-1.2	0	15	-0.7
CCN1CCN(S(=O)(=O)c2ccc(Cl)c(C(=O)NCCOc3ccc(C)cc3)c2)CC1	3	nt	nt	nt	1.9	nt	3	3	nt
Cn1cc(C(=O)N2CCN(C(=O)c3ccco3)CC2)c2c3ccccc3n(C)c2c1=O	-2	-18	-7	-12	1.5	0.2	13	-9	-0.1
COc1ccc(C2CC(c3ccccc3)=NN2C(=O)CCC(=O)O)cc1 (stereo not drawn)	-8	-10	-6	-1	0.4	1.2	7	23	0.1
CCCS(=O)(=O)NC(=O)C1(C)CCN(C(=O)c2c(-c3ccccc3)noc2C)C1 (stereo not drawn)	-3	nt	nt	nt	0.2	nt	-11	7	nt
O=C(CN(C(=O)CSc1nc2ccccc2o1)c1cccc(F)c1)NC1CCCCC1	-26	-4	2	-16	1.1	-1.8	13	14	0.0
C[C@H]1COC(=O)[C@H](CC(=O)OC(C)(C)C)C/C=C\C[C@@H](CC(=O)N[C@@H](CO)Cc2ccccc2)C(=O)N1	-11	nt	1	-9	0.0	0.5	12	0	0.8

Some of these compounds in order of their number in GPR7 antagonist, descending:
SMILES | GPR7 antagonist | OXTR potentiate | TAAR1 antag
CN(C)CCCn1cnc2c(c1=N)C(c1ccccc1)c1ccc3ccccc3c1O2 (stereo not drawn) | 25 | -12 | -8
Cc1ccccc1Cn1ccc(NC(=O)c2nn3cccnc3c2Cl)n1 | -5 | -5 | -9
Cc1ccc(NC(=O)c2c([N+](=O)[O-])c(C(C)(C)C)nn2C)c(C)c1 | -12 | -7 | 3

Following part
SMILES	CHO-K1 Ca antag	GPR7 antagonist	OXTR potentiate	CHO parental Ca	CHO-K1 Ca ag	OXTR ag	TAAR1 antag	CHO-K1 Ca PAM	V1R ag counter
COc1c(Cl)cc(Cl)cc1/C=N/n1cnnc1	5	-9	-6	-15	-0.2	-0.5	5	8	0.5
COc1ccc(NC(=O)CCNC(C)=O)cc1NS(=O)(=O)c1ccc(F)cc1	-2	-14	0	-1	0.3	1.1	-5	13	0.4
CCCCOc1ccc(/C=C2/Sc3ccccc3C2=O)cc1	-19	-5	-3	2	0.7	0.5	8	20	0.8
O=C(C#Cc1ccccc1)c1ccc([N+](=O)[O-])cc1	1	-9	nt	nt	0.0	nt	48	12	nt
COCc1cc(=O)n2[nH]c(-c3ccsc3-n3c(C)ccc3C)cc2n1	-20	2	-4	-8	0.7	0.7	-10	22	0.4
COc1ccccc1CNC(=O)COC(=O)c1ncc(Cl)c(Cl)c1Cl	-1	nt	-13	-27	0.1	-0.1	-12	-15	0.0
CCc1ccc(-c2cc(C)no2)cc1S(=O)(=O)N1CCN(c2ccccc2F)CC1	6	-1	0	-2	-0.5	0.3	-18	2	0.9
C=CCSc1nc2sc3c(c2c(=O)n1-c1ccc(C)cc1)CCN(C)C3	-3	-16	nt	nt	-0.1	nt	-5	-18	nt
OCC1(CC2CCCCO2)CCN(Cc2nc3ccccc3[nH]2)CC1 (stereo not drawn)	-3	-4	-10	-11	0.6	-0.2	-21	3	0.8
Cc1ccc(S(=O)(=O)CCC(=O)Nc2ccc(F)cc2)cc1	-7	-12	10	4	0.3	-0.8	-3	13	-0.4
O=C(/C=C/c1ccc(Cl)cc1Cl)NCCN1CCOCC1	0	10	-6	-21	-0.2	-1.8	-12	-6	-0.5
COC(=O)C(Cc1ccccc1)NCC(=O)Nc1cccc(Cl)c1C (stereo not drawn)	1	5	-16	-12	1.7	0.2	-1	-7	1.9
O=C(NCc1ccc(Cl)cc1)C1CCN(S(=O)(=O)c2ccc(F)cc2)CC1	9	-9	-19	-8	0.6	1.0	-8	4	1.1
CCN1CCN(c2nc3ccccc3n3cnnc23)CC1	-10	-5	2	-4	0.8	1.1	-6	7	0.4
COC(=O)/C=C/C(=O)N1CCN(c2ccccc2C)CC1	3	9	3	-2	-0.1	0.2	-5	-7	-0.1
CCc1nc2ccc(C(=O)NCCc3c[nH]c4ccccc34)cn2c1N(C)CCCc1ccccc1	-14	nt	nt	nt	0.6	nt	18	11	nt
COc1c(S(=O)(=O)NCCCN2CCOCC2)ccc(Cl)c1Cl	1	-6	4	-1	-0.5	1.6	-6	-18	-0.3
CCOC(=O)c1c(C)[nH]c(C)c1C(=O)CSc1nnc(-c2ccc(OC(F)F)cc2)o1	-19	-10	-11	-9	1.0	6.1	36	17	5.2
Cc1nnc(N/N=C/c2ccccc2O)n1N	-3	-11	-9	-5	1.8	7.6	-19	22	-0.2

Hits appear at their usual frequency; overall some 3.5% were active at least once.
